IL2 activator – activators of IL-2 | IL-2 activation reporter assay, cell-based qHTS; stimulated with anti-CD3/CD4/CD28 beads; in transgenic mouse T cells | activation, % (series mostly up to about 46 µM) | 360,000 compounds, 0.065% hits; in the data active = activation above about 50%; inconclusive = mostly about 30% to 49%; note: 0% is about no effect
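EGFP and DsRed fluorescence is measured by plate cytometry in unstimulated transgenic mouse T cells exposed to compound for 60 minutes, then stimulated 18 hours at 37 degrees C with anti-CD3/anti-CD4 beads plus anti-CD28.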
GLP1R inv ag – acts as inverse agonist at human GLP-1 receptor; P43220; HEK293 GLP-1R CRE-luciferase, luminescence, 24 h; GLP-1R form is constitutively active; Potency, µM (doses to about 38.3 µM), inactives show top-dose activity change, negative = inhibition, hits mostly inhibitors; 410,000 compounds, 1.6% hits; AID 624417; note: potency is the fitted concentration of half-maximal effect; % is set by controls: 0 for no effect and ±100 for the full control effect; nearly all actives have a fitted effect of over 55% in size
Target sequence (P43220 whole entry, looked up): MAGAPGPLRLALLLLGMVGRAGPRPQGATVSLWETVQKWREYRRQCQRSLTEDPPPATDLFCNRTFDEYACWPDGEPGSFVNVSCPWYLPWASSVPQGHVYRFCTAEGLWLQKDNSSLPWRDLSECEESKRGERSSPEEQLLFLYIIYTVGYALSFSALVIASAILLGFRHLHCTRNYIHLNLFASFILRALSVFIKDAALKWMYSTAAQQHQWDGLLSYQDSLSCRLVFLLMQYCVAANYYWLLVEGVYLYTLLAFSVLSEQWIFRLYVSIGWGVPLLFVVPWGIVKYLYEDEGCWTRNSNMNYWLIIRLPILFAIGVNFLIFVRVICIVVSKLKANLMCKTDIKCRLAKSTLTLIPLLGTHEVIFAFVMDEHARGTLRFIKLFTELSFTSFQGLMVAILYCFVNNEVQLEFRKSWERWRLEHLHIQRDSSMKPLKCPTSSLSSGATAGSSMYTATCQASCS
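Inverse agonists were sought by their lowering of basal cAMP reporter luciferase output in HEK293 cells stably carrying constitutively active human GLP-1R, after 24 h compound treatment.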
PI5P4K alpha inh – blocks human PI5P4K alpha kinase activity. P48426. PI5P4Kalpha enzyme, ADP-Glo luminescence, 60 min; active compounds read low. max response, %. 330,000 compounds, 1.2% hits; active = max response of -50% or lower; inconclusive = between -30% and -50%; inactive = -30% or higher; note: value at the top dose of about 77 µM; % is set by controls: 0 for no effect and ±100 for the full control effect
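Luminescence from ADP-Glo served as readout of PI5P4Kalpha activity in a qHTS format. Reaction: enzyme, substrate, compound, ATP at 5 microM final, 60 min at RT.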
EPAC1 antag – EPAC1 (human) antagonism. O95398. EPAC1 GEF assay, Rap1b-BODIPY-GDP exchange fluorescence. Potency, µM (highest dose often 115 µM), without a hit: at the highest dose activity change, negative = inhibition, most hits filed as inhibitors. 360,000 compounds, 0.14% hits. AID 720709;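 note: potency is the fitted concentration of half-maximal effect; plate controls were vehicle for no effect and positive control for full effect; nearly all actives have a fitted effect of over 50% in size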
PLK1 PBD inh – PLK1 (human) polo-box domain binding inhibition. P53350. Plk1 PBD binding of FITC phosphopeptide, fluorescence polarization. Potency, µM, for inactives: max response, negative = inhibition, hits mostly inhibitors. 360,000 compounds, 2.8% hits; note: potency is the fitted concentration of half-maximal effect; series mostly up to about 57 µM; % is set by controls: 0 for no effect and ±100 for the full control effect; nearly all actives have a fitted effect of over 65% in size
Target sequence (P53350 whole entry, looked up, the tested form may be a part): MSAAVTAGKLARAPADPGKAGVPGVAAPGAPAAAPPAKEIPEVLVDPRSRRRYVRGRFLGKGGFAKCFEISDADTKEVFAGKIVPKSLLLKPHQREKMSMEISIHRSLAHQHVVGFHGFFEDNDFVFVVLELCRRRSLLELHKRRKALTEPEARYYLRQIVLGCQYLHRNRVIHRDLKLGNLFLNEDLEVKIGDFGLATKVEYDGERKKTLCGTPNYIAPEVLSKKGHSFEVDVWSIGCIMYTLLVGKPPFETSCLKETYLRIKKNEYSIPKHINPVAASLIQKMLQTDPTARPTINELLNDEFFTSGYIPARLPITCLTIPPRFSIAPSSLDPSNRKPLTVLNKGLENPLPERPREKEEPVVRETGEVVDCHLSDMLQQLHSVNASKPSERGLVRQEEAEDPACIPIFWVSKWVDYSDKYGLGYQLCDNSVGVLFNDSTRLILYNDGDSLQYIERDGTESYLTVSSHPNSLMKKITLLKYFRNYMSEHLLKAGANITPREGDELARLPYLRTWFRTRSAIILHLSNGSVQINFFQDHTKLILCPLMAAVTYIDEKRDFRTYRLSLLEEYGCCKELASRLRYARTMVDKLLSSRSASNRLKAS
GLP1R cytotox – cytotoxicity counter-screen for GLP-1 receptor inverse agonists. AID 624418. HEK293 cAMP-luciferase reporter cells, luminescence, 24 h. Potency, µM (series often up to 38.3 µM), inactives show top-dose activity change, negative = inhibition, actives largely listed as inhibitors. 410,000 compounds, 0.13% hits;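 note: loss of luciferase light is scored as toxicity; potency is the fitted concentration of half-maximal effect; % is set by controls: 0 for no effect and ±100 for the full control effect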
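Quantitative HTS format, 1536 wells, 200 cells/uL seeded. Compounds: 23 nL, 24 h, 37 °C. Detection: luciferase reagent, luminescence at 12 min RT; decreased signal taken as cytotoxic.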
EPAC1 ag – agonists of human EPAC1; O95398; EPAC1 agonist qHTS, biochemical assay; response scale: 100% = response to 6.5 mM cAMP; Potency, µM (doses to about 154 µM), for the others: at the highest dose activation, hits mostly activators; 360,000 compounds, 0.073% hits; AID 720707; note: potency is the fitted concentration of half-maximal effect; nearly all actives have a fitted effect of over 60% in size
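Compounds were pinned as a concentration titration into mixtures of EPAC1 (100 nM), BODIPY-GDP-loaded Rap1B (250 nM) and GDP (50 uM). After 5 min at room temperature, fluorescence was followed for 30 min; activity was scaled to 6.5 mM cAMP.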
GLP1R ag – agonists of human GLP-1 receptor; Potency, µM (top dose mostly 45.6 µM), for inactives: at the top dose activation, usual class: activators; AID 624172; HEK293 GLP-1R CRE-luciferase, luminescence, 4-6 h; cells express a hypersensitive GLP-1R form; 380,000 compounds, 0.007% hits; P43220; note: potency is the fitted concentration of half-maximal effect; % of control where 0% means no effect
PTHR1 ag – activates the human parathyroid hormone receptor PTHR1; Q03431; HEK293 GP2 PTHR1 cells, GloSensor cAMP luminescence, 1 h; Potency, µM (series often up to 115 µM), without a hit: at the highest dose activation, most hits filed as activators; 410,000 compounds, 0.075% hits; AID 743266; note: potency is the fitted concentration of half-maximal effect; nearly all actives have a fitted effect of over 55% in size; some results filed as inactive show a strong effect at the top dose; inactives centre near -15; many of its hits are not listed in these tables
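HEK-293-derived GP2 cells expressing PTHR1 and a GloSensor cAMP reporter, 3,000/well, plated overnight, given luciferin plus IBMX (each 0.5 mM as added) for 1 h at 37 °C, then compound for 1 h at 37 °C. Luminescence was read after 15 min at room temperature.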
* marks the source's active call; other numbers are inactive results; i = inactive; ? = inconclusive; . = not tested or not shown; & = joins results of further samples; [ ] = remark or other dose. Unless noted, calls come from the whole dose curve; as a rule, active = well fitted curve in the direction sought with a large enough effect; inconclusive = small, poorly fitted or top-dose-only effect, or another doubt; inactive = no such curve, though single readings can be large; an effect the other way counts as inactive or inconclusive.

The first 2 entries, ahead of the listing:
SMILES	IL2 activator	GLP1R inv ag	PI5P4K alpha inh	EPAC1 antag	PLK1 PBD inh	GLP1R cytotox	EPAC1 ag	GLP1R ag	PTHR1 ag
CS(=O)(=O)Nc1nnc(SCC(=O)Nc2cccc([N+](=O)[O-])c2)s1	0.1	15%	?	15%	-6%	2%	1%	-6%	-22%
CCn1ncc(/C=N/NC(=O)c2ccc3c(c2)OCO3)c1C	-1.1	-19%	3	-15%	-11%	?	11%	-2%	-19%[57.5 µM]

The list itself, from the first entry:
SMILES	IL2 activator	GLP1R inv ag	PI5P4K alpha inh	EPAC1 antag	PLK1 PBD inh	GLP1R cytotox	EPAC1 ag	GLP1R ag	PTHR1 ag
CS(=O)(=O)Nc1nnc(SCC(=O)Nc2cccc([N+](=O)[O-])c2)s1	0.1	15%	?	15%	-6%	2%	1%	-6%	-22%
CCn1ncc(/C=N/NC(=O)c2ccc3c(c2)OCO3)c1C	-1.1	-19%	3	-15%	-11%	?	11%	-2%	-19%[57.5 µM]
C=CCn1c(/N=C/c2ccc3c(c2)OCO3)nc2ccccc21	-2.0	-7%	.	-1%	3%	24%	0%	0%	4%[57.5 µM]
CS(=O)(=O)c1nncn1-c1ccccc1	0.4	23%	0	-4%	1%	6%	0%	3%	i
CCOC(=O)CSc1ncnc2c1cnn2-c1ccccc1	0.4	0%	.	15%	-7%	-4%	4%	0%	i
CCN(CC)C(=O)C1CCCN(Cc2ccc(OC)c(C)c2C)C1 (stereo not drawn)	-2.1	0%	-2	3%	-5%	-2%	-3%	-1%	i
Cc1cn([C@H]2C[C@H](O)[C@@H](CNCc3cccn3-c3ccncc3)O2)c(=O)[nH]c1=O	-1.6	2%	-5	-4%	1.1µM*	6%	-3%	2%	-22%
COc1ccc(-n2c(SCC(=O)Nc3ccc(Cl)cc3)nc(O)c(Cc3ccccc3)c2=O)cc1	-0.6	?	-15	-4%	-25%	?	3%	-4%	i
Cc1cc(C)c2c(=O)[nH]c(=O)n(Cc3ccccc3)c2n1	-2.3	0%	4	3%	12%	13%	1%	3%	-3%
CCNC(=O)CC1C(=O)N(c2cccc(OC)c2)C(=O)N1Cc1ccc(OC)c(OC)c1 (stereo not drawn)	.	0%	.	.	.	-1%	.	2%	-22%
CCCCCN(C(=O)CCC(=O)OCC(=O)N1CCCC(C)C1)c1c(N)n(CCCC)c(=O)[nH]c1=O (stereo not drawn)	-5.2	1%	1	-23%	-3%	-5%	-18%	2%	-20%
O=C(Nc1scc(-c2ccccc2)c1C(=O)O)c1ccccc1F	-0.6	?	-15	-4%	-6%	-17%	-1%	2%	-4%
Cc1nn(-c2ccccc2C(=O)O)c(=O)c2ccccc12	-0.5	-11%	.	7%	-3%	-12%	-3%	-11%	29%[57.5 µM]
CCc1cc2c3c(c(=O)oc2cc1OC(C)C(=O)O)CCCC3 (stereo not drawn)	0.8	16%	0	-8%	-15%	0%	-11%	-2%	?
COc1ccc(S(=O)(=O)Nc2ccc3oc4ncccc4c(=O)c3c2)cc1OC	0.9	15%	3	-1%	-14%	-5%	-9%	?	6%
CCc1nnc(NC(=O)CSc2nnc(CNC(=O)c3cc(OC)c(OC)c(OC)c3)o2)s1	0.2	9%	-1	4%	-5%	1%	16%	-1%	i
CC(=O)N1c2ccc(S(=O)(=O)N3CCC(C(=O)N4CCCC(C)C4)CC3)cc2CC1C (stereo not drawn)	-2.1	4%	-6	-21%	1%	-3%	-11%	5%	i
COc1ccc(-c2nnn(CC(=O)N(CCN3CCOCC3)C(C(=O)NC3CCCCC3)c3ccco3)n2)cc1 (stereo not drawn)	-1.0	-5%	3	-14%	-9%	-6%	-5%	-2%	-17%
CCOC(=O)c1nnc(-c2ccccc2)o1	-1.3	-7%	-1	2%	0%	-5%	-3%	0%	-24%
CCOc1ccc(N(CC)C(=O)c2noc3c2COc2ccc(C)cc2-3)cc1	.	?	.	.	.	-10%	.	5%	-18%
CC(C)C(=O)Nc1ccc(C(=O)N/N=C/c2cc(Br)cc(Br)c2O)cc1	-6.0	3%	-17	-10%	26%	11%	3%	3%	-16%
CC(C)CNC(=O)CC1Nc2ccccc2NC1=O (stereo not drawn)	-0.8	14%[0.307 µM]	-11	-12%	-7%	2%[0.307 µM]	2%	-5%	i
Cc1nc(-c2ccc(F)cc2)c(CC(=O)N(C)CC(=O)Nc2ccc(Br)cc2C)s1	0.0	?	4	0%	2%	0%	2%	9%	-65%[inhibitor]
COc1cccc(C(=O)NCC(=O)N2CCC3(CC2)NCCc2[nH]cnc23)c1	-3.8	7%	1	-4%	-7%	-1%	0%	-4%	-4%
CC(=O)C1=C(O)C(=O)N(CCCO)C1c1ccccc1 (stereo not drawn)	2.8	-19%	.	2%	-3%	2%	4%	-1%	-3%[57.5 µM]
SMILES	IL2 activator	GLP1R inv ag	PI5P4K alpha inh	EPAC1 antag	PLK1 PBD inh	GLP1R cytotox	EPAC1 ag	GLP1R ag	PTHR1 ag
O=C(COC(=O)c1c[nH]c(=O)[nH]c1=O)NCc1ccccc1	0.5	9%	8	11%	-4%	-7%	5%	-2%	i
CC1CCN(c2[nH]c(=S)c(C#N)c3c2CCCC3)CC1	2.5	0%	.	0%	?	2%	-9%	-9%	-2%[57.5 µM]
CN(CC(=O)Nc1ccccc1Sc1ccccc1)C1CCCCC1	-6.7	?	3	?	-18%	20%	0%	10%	-9%
O=C(N/N=C/c1cc2c(cc1Cl)OCO2)c1cc(-c2ccccc2)n[nH]1	-2.7	-14%	-22	-11%	-3%	6%	5%	-3%	-35%[inhibitor]
NC(=O)c1ccc(NC(=O)CCCN2C(=O)NC3(CCCC3)C2=O)cc1	-1.3	7%	-6	1%	6%	-9%	8%	5%	-22%
O=C(CNC(=O)c1ccccc1)NCCc1nc2ccccc2[nH]1	0.3	8%	-1	-4%	-5%	-1%	3%	2%	i
Cc1ccccc1-c1cccc(CN2CCN(C)C(CCO)C2)c1 (stereo not drawn)	0.2	?	1	9%	-1%	-10%	14%	6%	-6%
Cc1c(C(=O)OCC(=O)N2CCCCC2C)oc2ccccc12 (stereo not drawn)	-0.4	-22%	4	6%	4%	0%	0%	-2%	-16%
Cc1cc(C)cc(CC(=O)N2CCC2(C)C(=O)NS(=O)(=O)c2ccc(Cl)s2)c1 (stereo not drawn)	-0.3	6%	-1	-7%	-7%	4%	1%	8%	-22%
Cc1cc(NC(=O)Nc2cccc3ccccc23)no1	1.9	-22%	-1	-2%	-1%	-10%	-5%	-1%	-25%
COc1ccc(CCNC(=O)C2CCCN(S(=O)(=O)N3CCCCCC3)C2)cc1OC (stereo not drawn)	-2.3	-19%	?	8%	-5%	-2%	-3%	-4%	-34%[inhibitor]
O=C(CN1CCN(Cc2ccccc2Cl)C1=O)NCCCN1CCOCC1	0.2	16%	-2	-22%	-20%	3%	7%	10%	2%
Cc1ccccc1CN1CCCNC1=O	-3.8	-11%	.	6%	-3%	0%	1%	-3%	i
COC(=O)[C@H]1Cc2c([nH]c3ccccc23)[C@H](c2ccccc2)N1	0.5	-20%	-1	0%	0%	-4%	6%	8%	i
COc1ccc(-c2[nH]ncc2C=O)cc1	-0.2	-13%	7	6%	2%	0%	-3%	-4%	-20%
Cc1cc(C(=O)CN2C(=O)C(=O)N(Cc3ccccc3)C2=O)c(C)n1-c1ccc2c(c1)OCCO2	-4.1	-20%	-8	16%	-20%	-7%	4%	5%	i
COC(=O)c1sccc1NC(=O)Nc1cccc(Cl)c1Cl	0.2	-16%	14	-3%	-6%	6%	-1%	1%	-12%[57.5 µM]
COc1ccc(/C=C2\N=C(SC)N(C)C2=O)cc1	1.9	13%	6	-12%	2%	-19%	1%	1%	-1%
CCN(CC)CCCNC(=O)c1ccc2c(Cl)c3c(nc2c1)CCCC3	-3.1	4.5µM*	6	-12%	-18%	?	10%	7%	8%&5%
CCOC(=O)C1CCN(CC(O)COc2ccc(S(=O)(=O)N3CCCC3)cc2[N+](=O)[O-])CC1 (stereo not drawn)	-2.9	-30%	4	15%	-5%	21%	7%	3%	i
CCOc1cc(/C=C2\SC(=O)N(c3ccc(O)cc3)C2=O)ccc1O	-0.3	32%[activator]	1	6%	40%[activator]	-5%	-1%	6%	-27%
COC(=O)c1ccccc1NC(=O)CN(c1cc(OC)ccc1OC)S(C)(=O)=O	-1.4	0%	-2	0%	1%	3%	-4%	-11%	i
CC(C)=CCN1CCN(Cc2cn(C(C)C)c3ccccc23)CC1CCO (stereo not drawn)	0.1	-28%	-4	6%	-2%	-9%	-6%	20%	i
CCOC(=O)Cc1csc(NC(=O)c2cc(=O)c3ccccc3o2)n1	-0.3	10%	2	4%	-1%	-10%	5%	-1%	i

Record cards (already shown). Order of values: IL2 activator	GLP1R inv ag	PI5P4K alpha inh	EPAC1 antag	PLK1 PBD inh	GLP1R cytotox	EPAC1 ag	GLP1R ag	PTHR1 ag
Entry for Cc1c(C(=O)OCC(=O)N2CCCCC2C)oc2ccccc12 (stereo not drawn) → -0.4	-22%	4	6%	4%	0%	0%	-2%	-16%
Entry for CCOc1cc(/C=C2\SC(=O)N(c3ccc(O)cc3)C2=O)ccc1O → -0.3	32%[activator]	1	6%	40%[activator]	-5%	-1%	6%	-27%
Entry for CN(CC(=O)Nc1ccccc1Sc1ccccc1)C1CCCCC1 → -6.7	?	3	?	-18%	20%	0%	10%	-9%
Entry for CC(C)=CCN1CCN(Cc2cn(C(C)C)c3ccccc23)CC1CCO (stereo not drawn) → 0.1	-28%	-4	6%	-2%	-9%	-6%	20%	i
Entry for CCN(CC)CCCNC(=O)c1ccc2c(Cl)c3c(nc2c1)CCCC3 → -3.1	4.5µM*	6	-12%	-18%	?	10%	7%	8%&5%

This is a subset, so the mix of outcomes need not match the whole.
